Assay outcomes: PubChem, several laboratories
Cardiac RTF inh = cardiac RTF calcium desensitization | IANBD-labeled cardiac RTF, Ca2+ fluorescence | inhibition, % at 7.15 µM | hit rate 0.12% among 340,000 | AID 493244;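 active = inhibition above the mean inhibition of all tested compounds plus 3 SD, cut at about 17% in these data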;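 also: assay run at fixed EC70 calcium of 1.6 mM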
NSD2 inh = inhibitors of human histone methyltransferase NSD2; O96028; NSD2 peptide methylation, AlphaScreen, 120 min; inhibition, % at 12.5 µM; hit rate 0.54% among 310,000; AID 743445; in the data active = inhibition above about 50%
DAGLB inhibitor = diacylglycerol lipase beta (human) inhibition; AID 504411; Q8NCG7; HEK293T DAGLB membrane lysate, EnzChek fluorogenic substrate; inhibition, % at 5.17 µM; hit rate 0.059% among 340,000; in the data active = inhibition above about 34%;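 also: 0% = enzyme with vehicle and 100% = wells lacking enzyme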
Target sequence (Q8NCG7 whole entry, looked up): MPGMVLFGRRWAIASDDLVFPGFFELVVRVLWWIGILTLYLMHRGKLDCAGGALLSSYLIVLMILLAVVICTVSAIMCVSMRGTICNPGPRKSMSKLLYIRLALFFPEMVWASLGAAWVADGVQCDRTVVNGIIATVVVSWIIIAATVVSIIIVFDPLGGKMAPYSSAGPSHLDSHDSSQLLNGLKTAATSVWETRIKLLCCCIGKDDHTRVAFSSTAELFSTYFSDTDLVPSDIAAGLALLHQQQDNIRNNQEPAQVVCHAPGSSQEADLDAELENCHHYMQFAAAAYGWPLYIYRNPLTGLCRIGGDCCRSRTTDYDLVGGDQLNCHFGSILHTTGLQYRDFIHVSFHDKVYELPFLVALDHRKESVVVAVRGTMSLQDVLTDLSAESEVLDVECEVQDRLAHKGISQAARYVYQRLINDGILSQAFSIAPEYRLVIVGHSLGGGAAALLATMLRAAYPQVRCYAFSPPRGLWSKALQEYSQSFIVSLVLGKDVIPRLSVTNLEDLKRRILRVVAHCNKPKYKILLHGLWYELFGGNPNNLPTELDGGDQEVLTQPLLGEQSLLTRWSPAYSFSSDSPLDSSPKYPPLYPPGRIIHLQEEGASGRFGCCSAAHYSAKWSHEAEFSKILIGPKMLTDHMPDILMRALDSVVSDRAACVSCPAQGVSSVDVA
SR-BI HDL uptake = inhibitors of mouse SR-BI mediated HDL lipid uptake; Q61009; ldlA[mSR-BI] CHO cells, DiI-HDL uptake fluorescence, 3 h; inhibition, % at 12.5 µM; hit rate 0.96% among 320,000;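 active = mean replicate inhibition of at least 70% and a set share of replicates each scoring 70 or more; inconclusive = meets just one of the two criteria; inactive = fails both criteria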;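 also: 0% = median of neutral control wells and 100% = median of positive control wells; values of inactives mirror those of a sister screen read the other way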
LANA DNA inh = inhibitors of KSHV LANA C-terminal domain DNA binding. MBP-C-LANA/FAM-LBS DNA binding, fluorescence polarization. inhibition, % at 9 µM. hit rate 0.078% among 340,000;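 active = highest replicate inhibition at or above 60% at 9 µM, even if other replicates fall short; inactive = all replicates below 60% inhibition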;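 also: 0% = neutral control wells and 100% = 4 µM acridine orange control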
PvdQ inh = P. aeruginosa PvdQ acylase inhibition; inhibition, % at 10 µM; purified PvdQ acylase, fluorescence plate reader; hit rate 0.063% among 340,000; AID 488965; in the data active = inhibition above about 30%, passing the limit was not always enough; inconclusive = no clear call, values can overlap the other calls;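 also: 0% = vehicle neutral wells and 100% = reference inhibitor wells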
Keap1 Nrf2 FP = inhibitors of human Keap1-Nrf2 protein-protein interaction | Q14145 | AID 504523 | hit rate 0.15% among 340,000 | Keap1 Kelch-Nrf2 peptide fluorescence polarization, 1536-well | inhibition, % at 9.4 µM; in the data active = inhibition above about 12%; inconclusive = no clear call, values can overlap the other calls; inactive = below about 7.3%;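 also: human Keap1 Kelch domain with fluorescein labeled Nrf2 9mer peptide probe; 0% = neutral control wells and 100% = peptide positive control; higher means more block of Keap1 binding to Nrf2 peptide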
SR-BI uptake up = enhances SR-BI lipid uptake from DiI-HDL | CHO ldlA[mSR-BI] cells, DiI-HDL uptake fluorescence, 3 h; 100 = double the neutral-control signal | activation, % at 12.5 µM | hit rate 0.096% among 320,000 | AID 504775;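 active = mean replicate activation of at least 60% and every replicate at or above 60%; inconclusive = mean or all-replicate condition met, but not both; inactive = mean below 60% and not all replicates reaching 60%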;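 also: 0% = median plate neutral-control signal and 100% = twice that signal; values of inactives mirror those of a sister screen read the other way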
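Material: SR-BI-overexpressing, LDLR-lacking CHO cells | Dosing: Single compound concentration, delivered by pin transfer | Probe or stimulus: Labelled HDL, 10 µg/mL | Signal: Bottom-read cell fluorescence after medium removal, ex 550/em 595 nm | Schedule: 3 h, 37 °C | Evaluation: HDL uptake via cellular fluorescence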
Arr AP2 block = human beta-arrestin and AP2 interaction inhibition | FITC-arrestin peptide / GST-AP2 beads, flow cytometry; AP2 beta2 appendage carries R879A mutation | inhibition, % at 10 µM | hit rate 0.31% among 340,000 | AID 504490;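 active = inhibition above a set limit, near 3 SD of compounds lacking own fluorescence, cut at about 54% in these data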;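 also: plate controls were DMSO wells for no effect and 5 µM unlabelled arrestin peptide for full effect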
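System: GST-AP2 R879A glutathione beads | Also added: FITC-arrestin peptide, 50 nM | Times: 12 min plus 1 h, RT | Signal: Bead flow cytometry, FITC channel | Buffer or medium: PBS with 0.05% Tween 20 and 0.1% BSA | Read-out basis: Percent drop in bead-associated FITC signal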
PKA-R2B activ = activates the human PKA-R2B holoenzyme complex; PKA-R2B holoenzyme dissociation, Cy5-IP20 fluorescence polarization; R2B truncated from residue 108, S112A mutant; 0% DMSO only, 100% 113 µM cGMP; activation, % at 11.4 µM; hit rate 0.079% among 340,000;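 active = activation above a cutoff set at the mean over all compounds plus 3 SD, cut at about 18% in these data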;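 also: higher means more holoenzyme dissociation and a rise in polarization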
Target sequence (P31323 whole entry, looked up, other chains not shown, the tested form may be a part): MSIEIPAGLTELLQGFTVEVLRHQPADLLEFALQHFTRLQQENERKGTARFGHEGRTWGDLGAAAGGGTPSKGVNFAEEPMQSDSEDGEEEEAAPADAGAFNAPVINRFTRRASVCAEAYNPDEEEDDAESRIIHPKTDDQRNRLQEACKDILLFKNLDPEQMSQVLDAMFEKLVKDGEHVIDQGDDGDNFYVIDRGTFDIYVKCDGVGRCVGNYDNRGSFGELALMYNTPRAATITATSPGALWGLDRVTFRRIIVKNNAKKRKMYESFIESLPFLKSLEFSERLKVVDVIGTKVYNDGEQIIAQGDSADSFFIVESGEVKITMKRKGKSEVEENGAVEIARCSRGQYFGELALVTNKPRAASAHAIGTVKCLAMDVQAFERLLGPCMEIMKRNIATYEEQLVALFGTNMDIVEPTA
The depositor's hits bear a star; i = inactive; ? = inconclusive; / = no result given; & = joins results of further samples.

Fields – Cardiac RTF inh	NSD2 inh	DAGLB inhibitor	SR-BI HDL uptake	LANA DNA inh	PvdQ inh	Keap1 Nrf2 FP	SR-BI uptake up	Arr AP2 block	PKA-R2B activ
- O=C(/C=C/c1cccc([N+](=O)[O-])c1)OCC(=O)N1CCOCC1
→ -6	1	-1	-10	0.3	-9	5	10	2	1
- Nc1nnc(SCC(=O)Nc2cccc3ccccc23)s1
→ -10	-2	-2	/	-0.9	-4	-4	/	21	-1
- Cc1ccc(S(=O)(=O)Nc2cc(C(F)(F)F)ccc2N2CCOCC2)cc1C
→ 9	-2	-5	15	6.7	1	5	-15	42	-3
- CC(C)c1nc(C(=O)N2CCCC(N3CCN(c4cccc(Cl)c4)CC3)C2)cs1 (centres undefined)
→ -4	1	-5	?	-2.0	0	0	-73	15	-7
- Cc1nn(Cc2ccc(Cl)c(Cl)c2)c(C)c1NC(=O)c1cc(C2CC2)on1
→ -7	/	-4	-9	-0.6	-6	0	9	3	-4
- CCOCC(=O)Nc1cc([N+](=O)[O-])ccc1OC
→ 3	-2	-1	3	0.4	-8	2	-3	-15	6
- COCCCNC(=O)C(=O)NC1CCCCCC1
→ 7	-4	0	-19	0.2	7	-2	19	3	-8
- Fc1cccc(CSc2nnc3ccc(-c4ccncc4)nn23)c1
→ -4	1	-5	/	1.2	8	7	/	2	4
- Cc1cc(C)n(CC(=O)N/N=C/c2cccc([N+](=O)[O-])c2)n1
→ 4	-4	0	19	0.7	4	-1	-19	0	-3
- Cc1c(N/N=C(\C#N)C(=O)c2ccc(Cl)cc2)c(=O)n(-c2ccccc2)n1C
→ 2	0	11	-1	0.8	-6	0	1	/	-7
- C=C(C)CN(Cc1ccccc1)C(=S)Nc1ccccc1
→ 1	-9	-3	2	1.5	-12	-3	-2	7	4
- O=C(CSc1n[nH]c(-c2ccccc2)n1)Nc1ccccc1O
→ 2	-1	2	-10	-0.4	-2	-5	10	-2	2
- COc1ccccc1N(CC(O)COc1ccccc1C)S(=O)(=O)c1ccccc1 (centres undefined)
→ -13	-3	-3	-1	-0.2	6	2	1	30	0
- CSc1ccc(C#N)cc1NC(=O)c1cccnc1Cl
→ -3	3	1	30	-2.1	-6	-4	-30	-6	-3
- O=C(NCCSc1ccccn1)c1ccc(Cl)cc1Cl
→ -5	-1	-3	-4	-1.3	-7	-2	4	1	-2
- CC(=O)NC(Cc1ccccc1C)C(=O)NC1CCN(C(=O)c2ccc(C)cc2)CC1 (centres undefined)
→ 1	/	3	2	-0.3	-10	-4	-2	2	-3
- CCCCC(=O)NC(c1ccccc1OC)c1ccc2cccnc2c1O (centres undefined)
→ -8	-2	11	-10	6.6	4	0	10	3	4
- O=C(CN1CCN(C2CCCCC2)CC1)Nc1ccccc1N1CCCCC1
→ 2	20	-3	-3	-0.2	-17	-9	3	0	-5
- O=C1NCN(c2ccccc2)C12CCN(c1nnnn1-c1ccccc1)CC2
→ -23	-2	6	32	1.2	8	-1	-32	-3	-19
- Cc1ccc(NC(=O)C2CCN(C(=O)c3cccs3)CC2)c(C)c1
→ -5	5	1	/	-1.4	-24	0	/	-13	3
- CC(=O)OCCN(CCCn1c(-c2ccncc2)nc2ccccc21)c1nc(CN2CCCCC2)cs1
→ -1	/	-6	-5	0.4	1	1	5	21	-8
- COc1cc(/C=C2/SC(=NCc3ccccc3)N(Cc3ccccc3)C2=O)ccc1O
→ -3	5	1	-30	-1.3	-4	-5	30	0	1
- O=C(CSCc1ccccc1Cl)NCCSc1ccccn1
→ -4	0	-3	-14	-0.7	-12	0	14	4	-7
- CCOc1ccccc1-c1nnc(SCC(=O)NC2(C#N)CCCC2)o1
→ -3	0	-1	47	0.8	-10	-4	-47	0	5
- CC(C)CCn1cnc2c([nH]c3cccc(Cl)c32)c1=O
→ 0	0	-3	6	0.1	11	-5	-6	1	6
- COc1ccc(OC)c(S(=O)(=O)N(C)CC(=O)Nc2ccc3c(c2)OCCO3)c1
→ -20	/	-2	8	1.9	-6	5	-8	12	-7
- O=C(CNC(=O)[C@@H]1Cc2ccccc2CN1)NC1CCCCC1
→ 1	-5	1	-10	-1.6	-15	-4	10	-20	0
- OCCOCCN1CCN(C2=Nc3ccccc3Sc3ccccc32)CC1
→ i	/	3&2	-12&0	0.2&2.1	10&-7	i	12&0	5&-6	i
- CCC(C(=O)Nc1cccnc1)n1c(=O)[nH]c2ccccc2c1=O (centres undefined)
→ -2	4	1	0	-0.8	-10	-1	0	1	0
- O=C1CC(N2CCOCC2)=NN1c1ccc([N+](=O)[O-])cc1
→ -7	110*	13	/	-0.9	-20	-4	/	-3	1
- O=C(CSc1nccn1-c1ccc(Cl)cc1)N1CCCc2ccccc21
→ -9	10	-5	32	-2.3	-14	-6	-32	13	-6
- Cc1ccc(-c2[nH]nc(N)c2N=Nc2ccccc2C)cc1
→ 14	2	6	76*	0.1	7	-1	-76	18	-3
- Cc1nc2sc(C(c3cccs3)N3CCC4(CC3)OCCO4)c(O)n2n1 (centres undefined)
→ -3	-1	1	-24	-3.0	16	-3	24	30	-3
- Cc1ccc2c(c1)N(CCC(=O)NC1CC1)C(=O)C(C)O2 (centres undefined)
→ 7	-1	-2	-10	-0.8	2	-1	10	28	7
- Cc1noc(C)c1COC(=O)C1COc2ccccc2O1 (centres undefined)
→ -9	-3	-4	-5	2.3	-6	4	5	-2	4
- COc1ccccc1NC(=O)c1ccc(NC(=O)C2COc3ccccc3O2)cc1 (centres undefined)
→ -3	76*	-3	52	1.8	5	0	-52	22	-6
- Cc1ccc(C(=O)Nc2ccc(S(=O)(=O)N3CCOCC3)cc2)cc1C
→ 1	-2	1	20	-0.5	9	-3	-20	19	-4
- COc1cc(/C=C2\SC(=S)N(CCC(=O)Nc3cccc(O)c3)C2=O)cc(OC)c1OC
→ -12	0	-4	40	-0.3	3	1	-40	14	-9
- O=C(Nc1ccc2c(c1)CCC2)c1cccc(F)c1
→ 0	-3	-9	9	-0.4	-8	-7	-9	-3	4
- CCCc1c(C(=O)N/N=C/c2ccncc2)nnn1-c1nonc1N
→ -6	-3	-3	17	0.9	-14	-3	-17	6	-8
- CC(=O)Nc1ccc2nc(-c3cccs3)[nH]c2c1
→ 2	-1	-2	2	0.1	-25	-1	-2	25	-8
- CCCc1ccc(OCc2ccc(C(=O)OC)o2)c(OC)c1
→ -6	-10	-4	13	-1.9	-5	-2	-13	-4	0
- COc1ccc(CNc2nc3ccccc3n2Cc2ccc(Cl)cc2)cc1OC
→ -6	0	3	-12	0.2	-13	2	12	16	3
- O=C(COc1ncnc2ccccc12)N1CCN(C(=O)c2ccco2)CC1
→ -4	-2	-2	-20	0.7	-21	-2	20	-4	1
- CNc1c(NS(=O)(=O)c2cc(OC)ccc2OC)c(=O)oc2ccccc12
→ -13	0	-1	/	-5.6	16	3	/	9	3
- CCOc1ccc(NC(=O)CN(c2ccc(OC)c(OC)c2)S(=O)(=O)c2ccc(C)cc2)cc1
→ 2	-2	-5	21	-1.0	-13	0	-21	-9	2
- COc1ccccc1NC(=O)Cn1nc(C(F)(F)F)c2c1CCCC2
→ -15	-1	-6	42	0.2	-2	2	-42	2	-6
- COc1ccccc1CNCc1cc(OC)c(OC)cc1OC
→ -5	3	-1	-22	-0.8	-16	5	22	3	-3
- COc1ccc(C(CNC(=O)c2cccc(NC(=O)c3cccs3)c2)N2CCCC2)cc1 (centres undefined)
→ -5	8	0	-13	3.4	-2	-5	13	22	-9
- COc1ccc(OC(C)C(=O)N(C)Cc2nc(-c3ccc(C)cc3)no2)cc1 (centres undefined)
→ -10	-4	-3	/	0.0	-16	-2	/	-4	1

Further records
Fields – Cardiac RTF inh	NSD2 inh	DAGLB inhibitor	SR-BI HDL uptake	LANA DNA inh	PvdQ inh	Keap1 Nrf2 FP	SR-BI uptake up	Arr AP2 block	PKA-R2B activ
- Cc1ccc2c(c1)CCCN2C(=O)c1c(C)noc1C
→ -8	4	-1	-2	1.2	-9	-3	2	-5	-4
- N#Cc1c(N)nc2c(c1-c1cccc(O)c1)CCCCCC2
→ 3	-3	1	7	-0.8	-5	-2	-7	4	-1
- CC1CCN(c2nc3nonc3nc2N2CCC(C)CC2)CC1
→ 2	10	-4	27	-1.4	-11	-5	-27	-3	0
- C[C@H](CO)N1C[C@H](C)[C@H](CN(C)S(C)(=O)=O)Oc2c(cccc2N(C)C)C1=O
→ -4	/	-6	-30	-2.4	1	-3	30	25	-8
- Cc1cc(NC(=O)NC(=O)c2cccc(OC(F)(F)C(F)F)c2)n[nH]1
→ 2	-1	2	-34	-0.2	-6	-1	34	-3	-2
- O=C(C1CCOCC1)N1CCC(CO)(CCc2ccccc2)CC1
→ 1	-2	0	-16	1.0	3	-2	16	19	-1
- CC(=O)OC1CCC2(C)C(CCC3C2CC(=NO)C2(C)C(C(C)OC(C)=O)CCC32)C1 (centres undefined)
→ -13	3	0	-7	2.0	-5	7	7	4	-3
- CC(=O)N1CCc2ccc(S(=O)(=O)Nc3ccccc3Cl)cc21
→ 3	-2	2	-17	-1.0	7	-4	17	8	-11
- O=C(c1nc2nc(-c3ccccc3)cc(C(F)(F)F)n2n1)N1CCCCC1
→ -9	/	2	7	0.9	-4	4	-7	4	-1
- Cc1nn(C(C)(C)C)c(OC(=O)c2ccc3c(c2)OCO3)c1Sc1ccccc1
→ -5	11	-19	-10	-0.9	6	1	10	-6	-4
- CC(=O)Nc1ccc(N=Cc2c(O)c3ccccc3oc2=O)cc1
→ 2	-1	-1	-8	-0.2	7	1	8	30	-7
- CCOC(=O)CSCC(=O)N1N=C(c2cccs2)CC1c1ccc(F)cc1 (centres undefined)
→ -2	-1	-2	-6	-2.9	-12	-2	6	4	-12
- CCOc1ccc(Cc2nn[nH]n2)cc1
→ -5	1	-4	-11	-1.5	-3	-3	11	17	-3
- CCCCN(C(=O)CSc1nnc(Nc2ccc(C)c(C)c2)s1)c1c(N)n(Cc2ccccc2)c(=O)[nH]c1=O
→ -9	-1	11	52	2.0	-6	-9	-52	-7	-13
- CC(C)(CO)Nc1nc(Nc2ccccc2)nc(Nc2ccccc2)n1
→ -8	1	1	16	-1.4	13	1	-16	21	-12
- CCC1Nc2ncnc(N3CCOCC3)c2N(Cc2ccccc2)C1=O (centres undefined)
→ -3	/	-4	-27	3.0	-6	2	27	-9	-2
